Bioassay records as filed in PubChem BioAssay.
Salmonella PhoP GFP = Inhibition of PhoP regulon, Salmonella typhi GFP reporter cells, confirmation, 4 h (AID 1850) | Salmonella Typhi PhoP-promoter GFP reporter, fluorescence, 4 h; higher % means a stronger effect | inhibition, % at 50 µM, or IC50 in µM where a hit was titrated | 310,000 tested, 0.33% active; in the data active = a potency from the dose series; inconclusive = inhibition mostly from about 25% at the one dose, without a potency; inactive = the rest, 99 in 100 with inhibition below about 19%;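 note: 0% = induced wells with vehicle and 100% = uninduced wells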
M. tuberculosis = growth inhibition of non-replicating M. tuberculosis (AID 488890). one-dose inhibition, % at 25 µM; IC50 in µM for titrated hits. 320,000 tested, 0.39% active. Mycobacterium tuberculosis non-replicating, growth inhibition; higher % means a stronger effect; in the data active = a potency from the dose series; inconclusive = inhibition mostly from about 82% at the one dose, without a potency; inactive = the rest, 99 in 100 with inhibition below about 76%;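 note: plate controls were DMSO cells for no effect and high antibiotic wells for full effect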
VEEV TC-83 Vero = inhibitors of VEEV TC-83 cytopathic effect, confirmation, Vero cells (AID 588727). Vero cells, VEEV TC-83 cytopathic effect inhibition; higher % means a stronger effect. inhibition, % at 20 µM; hits with a dose series show IC50 in µM. 350,000 tested, 0.13% active; in the data active = a potency from the dose series; inconclusive = inhibition mostly from about 14% at the one dose, without a potency; inactive = the rest, 99 in 100 with inhibition below about 12%; note: strong numbers were not always called active
H37Rv inhibition = M. tuberculosis growth inhibition, HTS (AID 449762); M. tuberculosis H37Rv growth inhibition, 7H9 media; higher % means a stronger effect; one-dose inhibition, % at 25 µM; IC50 in µM for titrated hits; 330,000 tested, 0.59% active; in the data active = a potency from the dose series; inconclusive = inhibition above about 70% without an active follow-up result;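 note: bacterial growth assessed after seven days of incubation; strong numbers were not always called active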
H1N1 NS1A inhibition = NS1A inhibition, H1N1 influenza, cell based functional assay (AID 504329) | 340,000 tested, 0.3% active | one-dose inhibition, % at 12.5 µM; IC50 in µM for titrated hits | NS1A functional cell-based assay, percent inhibition; higher % means a stronger effect; in the data active = a potency from the dose series; inconclusive = inhibition above about 27% without an active follow-up result; note: strong numbers were not always called active
VEEV TC-83 Vero 10K pilot screen = further read-out of VEEV TC-83 Vero, marked with its call; inhibition, %; measured here: 10K pilot screen inhibition
* hit, by the source's call; i = inactive; ? = inconclusive; . = not tested or not shown.

SMILES	Salmonella PhoP GFP	M. tuberculosis	VEEV TC-83 Vero	H37Rv inhibition	H1N1 NS1A inhibition	others
C#CCOCCOCCOCCNc1nc(N2CCOCC2)nc(N2CCN(C(=O)[C@H](Cc3cc4ccccc4[nH]3)n3cc([C@@H](N)CC(C)C)nn3)CC2)n1	8%	42%	0.8%	20%	13%
CSc1ccc(N=Nc2c(C)[nH]n(C)c2=O)cc1	17%	i	1.1%	?	20%
CCOC(=O)N1CCN(C(=O)C2CCN(c3nnc(-n4cccc4)s3)CC2)CC1	-19%	11%	0.7%	-5%	1%
O=C(CSc1nnc(Nc2ccccc2)s1)Nc1cccc(S(=O)(=O)N2CCCCC2)c1	-2%	29%	7.9%	-1%	-5%
CN=C(c1ccccc1)c1c(C)cccc1C	5%	-9%	1.1%	-5%	-9%
CC(C)(C)NC(=O)C(c1ccsc1)N(CCc1ccccc1)C(=O)Cn1nnc2ccccc21 (centres undefined)	-10%	3%	0.3%	1%	5%
c1ccc(-c2cn3nc(-c4ccccc4)cnc3n2)cc1	-6%	2%	1.0%	-8%	-4%
Cc1ccc(Oc2cc(N3CCOCC3)nc(-c3ccccc3)n2)cc1	-4%	-5%	1.5%	-5%	13%
O=C(CN1CCCCC1)NCC1(c2ccccc2)CCCC1	3%	-4%	i	1%	10%
O=C1CC(c2cccc([N+](=O)[O-])c2)c2cc3c(cc2N1)CCC3 (centres undefined)	5%	19%	0.1%	-8%	-8%
CC1(C)CC(=O)c2cc(C(=O)NNc3ccccc3)c(=O)n(-c3ccccc3)c2C1	4%	7.5µM*	0.1%	98%	-4%
COC(=O)c1ccc(COc2ccccc2/C=N/NC(N)=O)o1	0%	1%	2.6%	21%	.
C/C(=N\NC(=O)c1ccc(-n2cnnn2)cc1)c1ccc(C)cc1	.	24%	1.1%	-9%	-1%
O=C(Nc1ccc(CN2CCOCC2)cc1)c1cc2ccccn2n1	6%	10%	1.8%	-8%	2%	VEEV TC-83 Vero 10K pilot screen=0.6
Cc1cc(SCCC(=O)O)nc2ccccc12	-20%	0%	0.6%	-3%	3%
CNc1nc(Oc2ccccc2C(=O)OC)nc(SC)n1	-6%	-2%	i	-3%	7%
Clc1ccc(C=NN2CCCCCC2)c(Cl)c1	.	.	7.7%	.	5%
C=CCn1c(N)c(C(=O)NCc2cccnc2)sc1=S	-11%	8%	0.7%	5%	-16%
O=C(COC(=O)c1cccs1)Nc1cccc(S(=O)(=O)N2CCCCC2)c1	.	6%	2.7%	4%	4%
COc1ccc(CN(C(=O)/C=C/c2ccco2)C2CCS(=O)(=O)C2)cc1OC (centres undefined)	5%	-3%	1.4%	0%	-5%
COCCCNC(=O)c1ccc(-n2nc(C(F)(F)F)cc2-c2cccs2)cc1	-2%	6%	7.7%	.	7%
CCn1cc([N+](=O)[O-])c(C(=O)NCc2ccc3c(c2)OCO3)n1	0%	-1%	1.9%	-4%	2%
CSc1ccc(/C=N/n2c(Cc3ccc(Br)cc3)n[nH]c2=S)cc1	-10%	-8%	3.4%	10%	12%
CCNC(=O)CN1C(=O)NC(CCc2ccccc2)C1=O (centres undefined)	-3%	-4%	i	-4%	-7%
CCc1ccccc1NC(=O)CSC1=C(C#N)C(c2ccc3c(c2)OCO3)C2=C(CCCC2=O)N1 (centres undefined)	-7%	27%	3.0%	-6%	1%

Ordered by length of the SMILES (highest first): part of the list above.
SMILES	Salmonella PhoP GFP	M. tuberculosis	VEEV TC-83 Vero	H37Rv inhibition	H1N1 NS1A inhibition	others
CC(C)(C)NC(=O)C(c1ccsc1)N(CCc1ccccc1)C(=O)Cn1nnc2ccccc21 (centres undefined)	-10%	3%	0.3%	1%	5%
COCCCNC(=O)c1ccc(-n2nc(C(F)(F)F)cc2-c2cccs2)cc1	-2%	6%	7.7%	.	7%
O=C(CN1CCCCC1)NCC1(c2ccccc2)CCCC1	3%	-4%	i	1%	10%

The list goes on:
SMILES	Salmonella PhoP GFP	M. tuberculosis	VEEV TC-83 Vero	H37Rv inhibition	H1N1 NS1A inhibition	others
O=C(CSCc1c(F)cccc1Cl)NCc1ccco1	-8%	24%	1.4%	5%	3%
Cn1c(SCC(=O)NC2CC2)nnc1-c1cccc(NC(=O)c2ccccc2F)c1	6%	-9%	6.3%	1%	-2%
C[N+]1(CCC(C(N)=O)(c2ccccc2)c2ccccc2)CCCCC1	0%	3%	.	1%	.
COc1ccc(-n2nc([N+](=O)[O-])c(=NCCC3=CCCCC3)n2O)cc1	-3%	73%	3.9%	67%	41µM*
CCOc1ccc(/C=C\c2nc(O)c([N+](=O)[O-])c(=O)[nH]2)cc1OCC	-8%	3%	i	4%	-37%
CCOC(=O)C1=C(C)N(C)C(=O)NC1c1c(C)nn(-c2ccc(C)cc2)c1Cl (centres undefined)	3%	17%	7.8%	6%	-10%
O=C(O)C(Cc1ccc(O)c([N+](=O)[O-])c1)N1C(=O)c2ccccc2C1=O (centres undefined)	.	.	i	.	-2%
O=C(CCC(=O)N1CCOc2ccccc21)NCCCc1ccccc1	6%	16%	4.2%	0%	5%
COc1ccccc1C(=O)N1CCN(c2ccccn2)CC1	-4%	-5%	0.6%	-1%	-11%
CCOC(=O)c1ccc(NC(=O)c2ccc(CN3CCOCC3)cc2)cc1	-4%	24%	2.9%	?	6%
CN1CCN(c2ncc3c(n2)CC(c2ccccc2F)CC3=O)CC1 (centres undefined)	7%	4%	i	-2%	-4%
CC(C)Cc1nnc(NC(=O)CCNC(=O)c2ccccc2Cl)s1	.	15%	0.7%	4%	-15%
O=C(c1ccccc1F)N1CCN=C1c1ccccc1	-12%	-8%	0.2%	?	5%
CSc1ccccc1NC(=O)CSc1cccc[n+]1[O-]	.	4%	2.9%	6%	2%
CC1CC(C)CN(C(=O)CN2C(=O)NC(c3ccccc3)(c3ccccc3)C2=O)C1 (centres undefined)	.	10%	3.5%	3%	-15%

17 entries from above, sorted by number of heavy atoms, smallest number first:
SMILES	Salmonella PhoP GFP	M. tuberculosis	VEEV TC-83 Vero	H37Rv inhibition	H1N1 NS1A inhibition	others
CN=C(c1ccccc1)c1c(C)cccc1C	5%	-9%	1.1%	-5%	-9%
CSc1ccc(N=Nc2c(C)[nH]n(C)c2=O)cc1	17%	i	1.1%	?	20%
O=C(c1ccccc1F)N1CCN=C1c1ccccc1	-12%	-8%	0.2%	?	5%
CCNC(=O)CN1C(=O)NC(CCc2ccccc2)C1=O (centres undefined)	-3%	-4%	i	-4%	-7%
COc1ccccc1C(=O)N1CCN(c2ccccn2)CC1	-4%	-5%	0.6%	-1%	-11%
CCn1cc([N+](=O)[O-])c(C(=O)NCc2ccc3c(c2)OCO3)n1	0%	-1%	1.9%	-4%	2%
CSc1ccc(/C=N/n2c(Cc3ccc(Br)cc3)n[nH]c2=S)cc1	-10%	-8%	3.4%	10%	12%
C[N+]1(CCC(C(N)=O)(c2ccccc2)c2ccccc2)CCCCC1	0%	3%	.	1%	.
Cc1ccc(Oc2cc(N3CCOCC3)nc(-c3ccccc3)n2)cc1	-4%	-5%	1.5%	-5%	13%
CCOC(=O)c1ccc(NC(=O)c2ccc(CN3CCOCC3)cc2)cc1	-4%	24%	2.9%	?	6%
CCOC(=O)C1=C(C)N(C)C(=O)NC1c1c(C)nn(-c2ccc(C)cc2)c1Cl (centres undefined)	3%	17%	7.8%	6%	-10%
CCOC(=O)N1CCN(C(=O)C2CCN(c3nnc(-n4cccc4)s3)CC2)CC1	-19%	11%	0.7%	-5%	1%
CC1CC(C)CN(C(=O)CN2C(=O)NC(c3ccccc3)(c3ccccc3)C2=O)C1 (centres undefined)	.	10%	3.5%	3%	-15%
O=C(CSc1nnc(Nc2ccccc2)s1)Nc1cccc(S(=O)(=O)N2CCCCC2)c1	-2%	29%	7.9%	-1%	-5%
CC(C)(C)NC(=O)C(c1ccsc1)N(CCc1ccccc1)C(=O)Cn1nnc2ccccc21 (centres undefined)	-10%	3%	0.3%	1%	5%
CCc1ccccc1NC(=O)CSC1=C(C#N)C(c2ccc3c(c2)OCO3)C2=C(CCCC2=O)N1 (centres undefined)	-7%	27%	3.0%	-6%	1%
C#CCOCCOCCOCCNc1nc(N2CCOCC2)nc(N2CCN(C(=O)[C@H](Cc3cc4ccccc4[nH]3)n3cc([C@@H](N)CC(C)C)nn3)CC2)n1	8%	42%	0.8%	20%	13%
